# Bioassay records (PubChem)
# CRFR2-BP antag = blocks CRF-induced signaling of the CRF-BP/CRF-R2 complex; HEK293 CRF-R2/CRF-BP, CRF-induced calcium fluorescence; inhibition, % at 11.8 µM; 0.59% of 350,000 active;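 active means inhibition of the ligand-induced calcium signal above about 50% at the single tested concentration, limit read from the data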
# CHRM4 antagonist = antagonists of human muscarinic M4 receptor (CHRM4); P08173; CHO-hM4 cells, ACh EC80, Fluo-8 calcium fluorescence; inhibition, % at 3 µM; 0.73% of 360,000 active; AID 624125;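 active means inhibition above its plate's cutoff, the mean inhibition of sample wells plus 3 SD, cut at about 27% in these data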;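 further: 0% = acetylcholine EC80 with DMSO and 100% = DMSO without agonist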
# Target sequence (P08173 whole entry, looked up): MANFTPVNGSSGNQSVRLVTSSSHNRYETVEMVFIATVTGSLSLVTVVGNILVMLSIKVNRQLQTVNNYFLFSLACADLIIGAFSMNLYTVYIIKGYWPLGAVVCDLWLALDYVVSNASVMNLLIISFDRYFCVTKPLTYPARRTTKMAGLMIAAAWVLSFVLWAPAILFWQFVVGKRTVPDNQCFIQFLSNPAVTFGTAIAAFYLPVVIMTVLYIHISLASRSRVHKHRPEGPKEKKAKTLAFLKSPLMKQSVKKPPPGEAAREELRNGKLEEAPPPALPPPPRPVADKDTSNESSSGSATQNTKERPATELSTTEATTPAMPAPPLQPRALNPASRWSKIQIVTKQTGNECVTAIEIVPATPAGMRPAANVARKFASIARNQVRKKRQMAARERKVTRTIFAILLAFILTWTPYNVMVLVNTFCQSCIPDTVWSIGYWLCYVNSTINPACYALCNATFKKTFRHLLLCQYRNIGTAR
# M5 ag = CHRM5 agonism in calcium assay | 0.19% of 360,000 active | activation, % at 3 µM | CHO-K1 hM5 cells, Fluo-8 calcium fluorescence; 0% DMSO wells, 100% maximal acetylcholine response | P08912;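 active means activation above the run's mean over test compounds plus 3 SD, cut at about 23% in these data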;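 further: signal is peak over basal fluorescence ratio across the kinetic read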
# Target sequence (P08912 whole entry, looked up): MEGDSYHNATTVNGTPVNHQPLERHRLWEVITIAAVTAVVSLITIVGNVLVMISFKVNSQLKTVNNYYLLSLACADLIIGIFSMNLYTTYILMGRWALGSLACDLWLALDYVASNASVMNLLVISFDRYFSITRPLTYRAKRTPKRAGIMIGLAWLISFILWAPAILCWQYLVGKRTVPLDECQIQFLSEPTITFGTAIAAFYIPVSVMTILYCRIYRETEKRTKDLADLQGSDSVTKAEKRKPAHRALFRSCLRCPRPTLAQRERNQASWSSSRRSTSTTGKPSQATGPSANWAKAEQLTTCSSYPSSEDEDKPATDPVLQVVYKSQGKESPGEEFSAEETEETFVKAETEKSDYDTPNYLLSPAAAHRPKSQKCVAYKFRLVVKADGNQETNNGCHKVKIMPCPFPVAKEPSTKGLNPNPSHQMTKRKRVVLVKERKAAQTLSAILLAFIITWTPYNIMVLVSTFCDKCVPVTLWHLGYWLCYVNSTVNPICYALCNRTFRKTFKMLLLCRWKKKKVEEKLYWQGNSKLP
# M5 PAM = CHRM5 positive allosteric modulation; CHO-K1 hM5, Fluo-8 calcium, ACh EC20 PAM; 0% = ACh EC20, 100% = ACh EC100; activation, % at 3 µM; 0.3% of 360,000 active;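 active means activation above the run cutoff, the mean activation of all test compounds plus 3 SD, cut at about 18% in these data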
#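 Replicates: One well per compound, no replicates | System: Human M5 receptor in CHO-K1 cells | Benchmarks: Low control EC20 acetylcholine (0%), high control EC100 acetylcholine (100%) | Probe or stimulus: Acetylcholine, EC20 level | Times: Fluo-8 loading 80 min at 37 °C plus 30 min room temperature | Signal: Intracellular calcium via Fluo-8 fluorescence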
# M5 antag = blocks acetylcholine activation of human M5 receptor. P08912. CHO-hM5 cells, Fluo-8 calcium fluorescence, ACh EC80. inhibition, % at 3 µM. 0.59% of 360,000 active. AID 624040;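 active means inhibition above a per-plate cutoff, the mean of that plate's test compounds plus 3 SD, cut at about 27% in these data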;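 further: 0% = acetylcholine EC80 with DMSO and 100% = DMSO without agonist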
# CRFBP-R2 agonist = agonists of human CRF-binding protein/CRF-R2 receptor complex; activation, % at 13.2 µM; 0.46% of 350,000 active; AID 588473; HEK293 CRF-R2/CRF-BP, calcium dye fluorescence (FLIPR); percent of saturating CRF peptide response;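 active means activation of at least 50%, plus an integration ratio under a set limit after plate pattern correction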;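 further: plate controls were neutral control wells without compound for no effect and CRF at EC100 for full effect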
# IDE inh = inhibits human insulin-degrading enzyme in HEK cells; P14735; FAbetaB cleavage, fluorescence polarization; inhibition, % at 5.59 µM; 0.41% of 320,000 active; AID 434962;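 active means percent inhibition above the average of all tested compounds plus 3 SD, set per screening campaign, cut at about 16% in these data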;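 further: IDE supplied by intact live HEK cells; FP after avidin binding of uncleaved biotin substrate so inhibition keeps polarization high; 0% = DMSO wells and 100% = 60 µM reference IDE inhibitor Ii1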
# CHRM4 agonist = agonists of human muscarinic M4 receptor (CHRM4) | activation, % at 3 µM | AID 624127 | CHO-K1 hM4/Gqi5, Fluo-8 calcium fluorescence; vehicle 0%, full acetylcholine response 100% | P08173 | 0.14% of 360,000 active;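 active means activation above the run mean over all test wells plus 3 SD, cut at about 32% in these data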;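 further: peak over basal fluorescence ratio per well then scaled between controls; 0% = DMSO wells and 100% = acetylcholine at EC100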
# CHRM4 PAM = positive allosteric modulators of human muscarinic M4 receptor | P08173 | CHO-K1 hM4/Gqi5, Fluo-8 calcium fluorescence, ACh EC20; 0% = ACh EC20, 100% = maximal ACh | activation, % at 3 µM | 0.4% of 360,000 active;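 active means activation above its plate's cutoff, the mean activation of sample wells plus 3 SD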; further: some results filed as inactive read as strong as hits
# Starred values were filed as active, the others as inactive; nt = not tested or not shown. No enrichment for hits. Share with any hit: about 2.9%.
CRFR2-BP antag	CHRM4 antagonist	M5 ag	molecule	M5 PAM	M5 antag	CRFBP-R2 agonist	IDE inh	CHRM4 agonist	CHRM4 PAM
-26	2	-2	O=C(Nc1ccc(N2CCCCC2)cc1)c1ccccc1	-1	10	0.6	4	0	-8
2	-6	-9	CN(C)C1(CNC(=S)Nc2ccccc2C(F)(F)F)CCCCC1	3	-1	0.5	4	3	9
-6	-2	2	COCc1cc(=O)n2[nH]c(-c3ccco3)cc2n1	1	5	2.4	0	1	2
8	-14	-1	Cc1ccccc1NC(=O)c1sc2nc(N3CCOCC3)c3c(c2c1N)CCCC3	11	-15	0.1	5	3	9
3	-5	-2	Cc1ccc(S(=O)(=O)N2CCN(C(=O)COC(=O)c3cc(C)oc3C)CC2)cc1	-2	-1	-0.5	2	2	0
-1	7	-2	CN(CC(=O)NC1CCCCCC1)S(=O)(=O)c1ccc(F)cc1	-1	2	1.1	4	1	-5
8	-2	0	Cc1ccc(C(=O)Oc2ccccc2N2C(=O)C3CCCCC3C2=O)cc1 (configuration not stated)	-3	0	0.5	-4	1	-3
14	6	-3	Cc1ccc2nc3n(c(=O)c2c1)CCC3	1	1	0.6	-4	1	1
-15	-1	3	CSCC(=O)NC1CCCc2c1cnn2-c1ccc(C)c(C)c1 (configuration not stated)	9	-10	-3.0	4	1	2
-2	7	-1	CCOC(=O)c1cc(NC(=O)CSCCO)ccc1Cl	0	-1	-1.5	8	0	9
-14	28*	30*	CCc1ccc(N=Nc2ccc(O)c3[nH]cnc23)cc1	-27	46*	27	7	48*	-13
-14	9	-1	COc1ccc(NC(=O)CCCN(C)S(=O)(=O)c2ccc(C)cc2)cc1	-3	-5	0.7	0	1	-10
-11	-1	2	OC(CNc1nc(-c2cccnc2)nc2ccccc12)c1ccccc1 (configuration not stated)	-7	17	0.3	-1	17	-12
-19	-8	3	CC1CCCC(C)N1C(=O)CSc1nnc(-c2c[nH]c3ccccc23)o1 (configuration not stated)	-5	-7	-1.1	1	9	-2
-1	4	-2	CCN(CC)C(=O)CSc1nnc(CNc2ccc(F)cc2)n1Cc1ccco1	26*	-13	-1.7	2	0	2
16	8	-6	CCc1nccn1CCC(=O)N1CCCC(Nc2ccc(F)cc2)C1 (configuration not stated)	-2	12	-2.5	-3	1	-11
-7	-2	-2	COc1ccc(C(=O)Nc2ccnn2C2CCN(C(=O)C3CCOC3)CC2)cc1 (configuration not stated)	6	-2	-0.4	0	0	5
-8	5	3	COC(=O)c1cccc(Nc2ccc([N+](=O)[O-])cn2)c1	4	-2	3.5	2	1	-11
5	4	-2	CCN(CC)CCCN=C1N[C@@H](c2cccc(C(F)(F)F)c2)C(C(=O)OC)=C(C)N1CC	-6	9	1.2	3	2	9
0	-6	0	COc1ccc(-c2noc(COc3ccc(Cl)c(C)c3)n2)cc1	-4	0	15	3	1	-4
-14	-8	1	O=c1cc(N2CCCCC2)c(-c2ccccc2)nn1Cc1ccccc1Cl	4	0	3.6	-1	-1	-2
10	0	-1	Cc1ccc(-c2nc(N)s[n+]2-c2ccccc2)cc1	-4	4	-1.4	0	0	2
18	-18	3	CCOC(=O)C1CCCN(C(=O)CCn2nc(-c3ccccc3)ccc2=O)C1 (configuration not stated)	-2	-2	-0.8	2	1	7
1	-2	-1	c1ccc(COc2ncnc3c2ncn3CCCNCCN2CCOCC2)cc1	4	-7	-1.6	nt	0	5
-6	-5	0	O=C(O)c1[nH]c2ccc([N+](=O)[O-])cc2c1-c1ccccc1	-4	16	1.4	0	0	-4
nt	-1	1	Cc1nc2ccc(C(=O)Nc3ccc4c(c3)OCC(=O)N4)cn2c1N(C)C(=O)CCc1ccccc1	-6	16	nt	nt	2	0
24	15	-9	CC[C@@H](C)[C@@H]1CN([C@@H](C)CN2CCC[C@H]2CN2C(N)=NC[C@@H]2Cc2ccccc2)C(=N)N1CCc1ccc(Cl)c(Cl)c1	-35	13	-1.7	1	1	-14
0	-2	-1	Cc1nc2ccccc2n2c(-c3ccccc3)c3c(=O)n(C)c(=O)n(C)c3c12	-3	-6	-1.9	1	1	3
11	-6	2	CCOc1ccc(N2C(=O)CC(N3CCC(O)(c4ccc(Br)cc4)CC3)C2=O)cc1 (configuration not stated)	-8	0	-1.5	2	7	-1
7	-9	-3	Cc1cc(NC(=O)c2sccc2C)n(-c2cccc(Cl)c2)n1	12	-7	-2.0	2	0	10
1	7	-3	O=C(CCSc1ccc(Br)cc1)c1ccc(O)cc1	-6	16	-0.8	5	2	-4
-2	-6	-1	NC(=O)C1CCCN(S(=O)(=O)c2ccc3ccccc3c2)C1 (configuration not stated)	-2	2	0.6	-7	3	8
8	-5	4	Cc1ccc(C(=O)C(C)OC(=O)Cn2cnc3c2c(=O)n(C)c(=O)n3C)cc1 (configuration not stated)	1	3	0.0	-1	3	-1
-2	5	5	CC(NC(=O)Cn1nc(-c2ccccc2)ccc1=O)c1ccccc1 (configuration not stated)	-2	7	-2.1	1	1	1
-86	-16	1	N#C/C(=C\c1ccc(OCc2ccccc2)cc1)C(N)=O	-7	-3	-6.3	3	8	14
11	2	1	CN(CCCC(=O)NCc1ccccc1)S(=O)(=O)c1ccc([N+](=O)[O-])cc1	-5	4	-0.3	-1	2	-1
23	-1	0	COC(=O)C1C(=O)C2=C(CC1C)NC(C)=C(C(=O)OC(C)C)C2c1ccc(OC)c(O)c1 (configuration not stated)	0	3	0.3	2	0	-7
9	3	-1	CCOc1c(C)cc(S(=O)(=O)NCc2cccnc2)c(C)c1C	6	2	-2.3	5	2	-2
-8	-1	-1	Cn1c(SCC(=O)c2ccccc2)nnc1-c1ccc(O)cc1	-3	5	-0.4	-5	1	2
-27	11	-3	N/C(=N\c1nc2ccccc2o1)NC(=O)c1ccccc1NC(=O)c1ccccc1	-2	0	-0.4	2	0	-4
3	-6	1	Cc1ccc2nc(SCC(=O)N3N=C(c4cccs4)CC3c3ccc(F)cc3)nc(=O)n2c1 (configuration not stated)	0	-1	-0.7	nt	1	-5
4	-6	0	O=C(CN1C(=O)NC2(CCCC2)C1=O)OCCOc1ccc(Cl)cc1	0	1	-1.2	5	5	3
0	-4	4	COc1ccc(OCc2cc(C(=O)N(C)Cc3cc(C4CC4)n[nH]3)no2)c(Cl)c1	1	-1	-0.1	1	3	-3
4	-7	-9	CCN1CCN(Cc2ccccc2NC(=O)Nc2ccc(C)cc2)CC1	-13	-8	1.9	-2	1	-2
6	3	-4	O=C(NC1(C(F)(F)F)N=C2SCCN2C1=O)C1CCCCC1 (configuration not stated)	1	-1	-0.9	1	0	2

# Grouped by structure, the entries above with a CF3 group
CRFR2-BP antag	CHRM4 antagonist	M5 ag	molecule	M5 PAM	M5 antag	CRFBP-R2 agonist	IDE inh	CHRM4 agonist	CHRM4 PAM
2	-6	-9	CN(C)C1(CNC(=S)Nc2ccccc2C(F)(F)F)CCCCC1	3	-1	0.5	4	3	9
5	4	-2	CCN(CC)CCCN=C1N[C@@H](c2cccc(C(F)(F)F)c2)C(C(=O)OC)=C(C)N1CC	-6	9	1.2	3	2	9
6	3	-4	O=C(NC1(C(F)(F)F)N=C2SCCN2C1=O)C1CCCCC1 (configuration not stated)	1	-1	-0.9	1	0	2

# Further entries:
CRFR2-BP antag	CHRM4 antagonist	M5 ag	molecule	M5 PAM	M5 antag	CRFBP-R2 agonist	IDE inh	CHRM4 agonist	CHRM4 PAM
-5	0	-4	O=C(Nc1ccccc1F)c1cc(Cl)sc1Cl	0	5	0.2	7	0	2
-20	-2	4	CC(Oc1cccc(Cl)c1)C(=O)Nc1ccncc1 (configuration not stated)	-5	4	-1.9	3	5	-1
-4	-2	1	CCOc1ccccc1N(CC(=O)NCCc1ccc(OC)c(OC)c1)S(=O)(=O)c1ccccc1	-2	2	0.4	3	7	-4
-1	12	-1	O=C1CN(C(=O)CSc2nnnn2C2CC2)c2ccccc2N1	-2	10	-1.0	1	0	0
33	10	-3	Cn1nnnc1SCC(=O)N1N=C(c2cccs2)CC1c1cccs1 (configuration not stated)	5	12	0.5	9	2	-3
28	-1	0	CCC1(C)Cc2ccccc2-c2c1c(=O)n(Cc1ccccc1)c1nnnn21 (configuration not stated)	0	2	4.3	-3	1	0
9	5	1	O=S(=O)(c1ccc2nc(Cc3ccccc3)[nH]c2c1)N1CCOCC1	5	-9	-3.5	-6	0	2
16	10	-1	COc1cc(NC(=O)COc2ccccc2Cl)ccc1NC(=O)c1cccs1	-5	14	-0.8	-4	12	-7
-1	8	-2	N#CC1(NC(=O)COc2ccc3ccc(=O)oc3c2)CCCCC1	-8	4	0.3	7	0	-7
-10	-3	3	CC(C)Cc1nnc(NC(=O)CN2C(=O)C3CCCCC3C2=O)s1 (configuration not stated)	-2	4	1.4	-2	1	4
-5	-2	3	Cc1nn(-c2ccccc2)c2c1C1(C(=O)N3c4c(cccc41)C(C)CC3(C)C)C(C#N)=C(N)O2 (configuration not stated)	-1	-3	-1.1	-6	-1	5
6	5	1	CC(=O)c1sc(NS(=O)(=O)c2ccc(C)cc2)nc1C	-3	7	-0.9	-1	0	4
22	17	-4	Cc1ccc(OCCOC(=O)c2cc(S(=O)(=O)N3CCCCC3)ccc2N2CCOCC2)cc1	-30	7	2.7	-2	4	-5
-11	-4	2	O=C(/C=C/c1ccc(Cl)c([N+](=O)[O-])c1)c1cccnc1	6	9	7.1	-1	0	-2
-10	-12	5	CC(C)OP(=O)(OC(C)C)C(Nc1ccccc1)c1cccnc1 (configuration not stated)	7	1	-0.3	-5	5	-14
15	13	-1	COCc1[nH]nc2c1C1(CCC3(CC1)OCCO3)C(C#N)=C(N)O2	-8	8	-0.7	6	0	-4
16	4	-1	CN(Cc1nc2ccccc2n1C)C(=O)c1cccs1	-2	7	0.1	-2	1	3
nt	1	-2	Fc1cccc(Cc2c(-c3cccc(Br)c3)nc3ccc(Br)cn23)c1	3	4	nt	nt	-1	-2
20	12	0	COc1ccc(C(=O)Nn2cc3c(c2-c2ccccc2)c(=O)n(C)c(=O)n3C)cc1	-2	-2	0.6	-1	0	3
17	3	3	Cc1nc([N+](=O)[O-])c(NCCO)n1Cc1ccccc1	3	-4	-1.7	4	1	6
-13	-9	-3	CC(C)Oc1ccc(C(=O)NNC(=O)c2ccccc2C(=O)O)cc1	7	1	0.5	6	2	9
0	-6	0	Cc1ccccc1-c1nnn(CC(=O)Nc2cccc(S(N)(=O)=O)c2)n1	9	0	-0.3	-2	1	6
9	3	1	O=C(COC(=O)c1cc([N+](=O)[O-])ccc1NCc1ccccc1)NCc1ccccc1Cl	-6	1	-2.3	8	0	-4
-6	-5	-1	O=C1N(c2cccc3ccccc23)C(c2ccccc2)N2CCCN12 (configuration not stated)	-5	3	-2.9	5	-1	6
8	0	0	O=C(COC(=O)c1ccc(Cl)c(S(=O)(=O)N2CCCC2)c1)NC1CCCC1	6	-5	-2.0	7	0	-1
-31	10	3	O=C(NCCC1=CCCCC1)C1CCC(CNS(=O)(=O)c2ccccc2)CC1 (configuration not stated)	-6	11	-0.7	4	6	-3
1	2	-3	NNC(=O)c1snnc1-c1ccccc1	10	1	0.4	0	0	21
-2	1	-2	Cc1ccc(C(=O)OCC(=O)NC(C)C2CC3CCC2C3)cc1N (configuration not stated)	0	6	-0.6	-6	3	4
